Bioassay records deposited in PubChem BioAssay by several laboratories.
SR-BI HDL uptake – mouse SR-BI HDL lipid transfer inhibition. ldlA[mSR-BI] CHO cells, DiI-HDL uptake fluorescence, 3 h. inhibition, % at 12.5 µM. 320,000 tested, 0.96% active;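 active means mean replicate inhibition of at least 70% and a set share of replicates each scoring 70 or more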;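 further: 0% = median of neutral control wells and 100% = median of positive control wells; values of inactives mirror those of a sister screen read the other way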
Target sequence (Q61009 whole entry, looked up): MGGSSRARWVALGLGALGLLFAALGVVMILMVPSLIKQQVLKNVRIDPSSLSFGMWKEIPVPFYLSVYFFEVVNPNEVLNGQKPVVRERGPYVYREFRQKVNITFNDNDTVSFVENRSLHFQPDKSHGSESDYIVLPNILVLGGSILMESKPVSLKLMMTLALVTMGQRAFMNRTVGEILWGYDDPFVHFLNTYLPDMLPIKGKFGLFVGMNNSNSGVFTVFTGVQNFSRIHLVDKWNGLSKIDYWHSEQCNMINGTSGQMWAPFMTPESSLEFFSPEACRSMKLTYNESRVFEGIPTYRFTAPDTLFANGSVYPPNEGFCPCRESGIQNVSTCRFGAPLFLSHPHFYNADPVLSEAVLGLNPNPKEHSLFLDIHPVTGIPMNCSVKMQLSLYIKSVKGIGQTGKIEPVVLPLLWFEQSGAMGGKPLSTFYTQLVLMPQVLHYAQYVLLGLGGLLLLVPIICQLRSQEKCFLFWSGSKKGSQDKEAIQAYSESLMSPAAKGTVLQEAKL
CAL PDZ FP-1 – blocks peptide binding to human CAL PDZ domain | inhibition, % at 20 µM | Q9HD26 | purified CAL PDZ, TMR-peptide fluorescence polarization, 1 h | AID 504414 | 330,000 tested, 0.02% active;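 active means highest replicate inhibition of at least 40%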;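 further: plate controls were DMSO neutral control wells for no effect and unlabeled competitor peptide control wells for full effect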
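Material – purified CerCALP PDZ construct · Detection – FP readout, S and P plane fluorescence · Measure – percent inhibition from loss of millipolarization · Controls – unlabelled peptide for full inhibition, DMSO wells as neutral · Probe or stimulus – TMR-labelled reporter peptide T*-PRC34 bound in PDZ groove · Times – 1 h at RT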
SR-BI uptake up – enhances SR-BI lipid uptake from DiI-HDL | CHO ldlA[mSR-BI] cells, DiI-HDL uptake fluorescence, 3 h; 100 = double the neutral-control signal | activation, % at 12.5 µM | 320,000 tested, 0.096% active | AID 504775;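 active means mean replicate activation of at least 60% and every replicate at or above 60%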;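 further: 0% = median plate neutral-control signal and 100% = twice that signal; values of inactives mirror those of a sister screen read the other way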
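Assay system: CHO ldlA[mSR-BI] cells, LDL receptor-null, SR-BI overexpressing; medium: Ham's F12 with 0.5% BSA, HEPES 25 mM, pH 7.4; also added: DiI-HDL 10 µg/mL; timing: 3 h uptake period with compound, 37 °C; signal: DiI fluorescence, bottom read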
phage Ecoli inh – E. coli growth loss with phage present. growth absorbance. inhibition, % at 11.9 µM. 360,000 tested, 0.26% active; in the data active means inhibition above about 11%
MITF act – activators of MITF-driven TRPM1 promoter activity in SK-MEL-5 cells | SK-MEL-5 TRPM1-promoter luciferase, 24 h; % of positive control, neutral wells = 0 | activation, % at 12.5 µM | 300,000 tested, 0.75% active;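 active means mean activation of at least 80% with every replicate also reaching 80%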;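 further: 0% = neutral control wells and 100% = parthenolide positive control wells; values of inactives mirror those of a sister screen read the other way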
Ecoli viability – reduces bacterial viability in AddAB counter-screen. E. coli V3065 growth, OD600 absorbance, 18 h. inhibition, % at 11.9 µM. 330,000 tested, 0.27% active. AID 449728;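 active means inhibition above the campaign's mean inhibition across all tested compounds plus 3 SD, cut at about 9.9% in these data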;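 further: uninfected addAB+ strain grown without phage in ampicillin broth; 0% = DMSO wells and 100% = ciprofloxacin 0.95 µg/ml wells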
Wnt act – activates Wnt/beta-catenin signaling in a reporter cell assay. AID 743398. activation, % at 9.35 µM. 300,000 tested, 1.2% active. activator, plate reader; in the data active means activation above about 30%, passing the limit was not always enough;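 further: 0% = neutral control wells and 100% = positive control wells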
CAL PDZ FP-2 – inhibitors of human CAL PDZ peptide binding. 300,000 tested, 0.92% active. Q9HD26. inhibition, % at 24.9 µM. AID 602252. purified CAL PDZ, TMR-peptide fluorescence polarization, 1 h;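 active means mean inhibition of at least 30% with at least half of replicates also reaching 30%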;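 further: 0% = DMSO neutral control and 100% = excess unlabeled competitor peptide PRC23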
Tat export inh – E. coli Tat transport inhibition; E. coli MC4100 TorA-mCherry Tat export, fluorescence; inhibition, % at 10 µM; 340,000 tested, 0.036% active;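 active means mean replicate inhibition at least 50% and at least half of replicates individually reaching 50%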;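 further: exported cargo escapes ClpAP degradation while cytoplasmic cargo is degraded and loses fluorescence; 0% = median of neutral control wells and 100% = median of NaSCN control wells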
AddAB inh – less growth of phage-infected E. coli with AddAB; E. coli expressing H. pylori AddAB, absorbance growth; inhibition, % at 11.9 µM; 330,000 tested, 0.29% active; AID 435030; in the data active means inhibition above about 12%;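 further: 0% = vehicle wells of infected cells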
Active calls of the source: *; . = no result given. Outcome played no part in choosing rows; any-hit rate near 3.6%.

item | SMILES | SR-BI HDL uptake | CAL PDZ FP-1 | SR-BI uptake up | phage Ecoli inh | MITF act | Ecoli viability | Wnt act | CAL PDZ FP-2 | Tat export inh | AddAB inh
1 | CCc1ccc(CNC(=O)CCCC(=O)n2nc(C)c3ccccc32)cc1 | 3 | -0.2 | -3 | 0.5 | 1 | -0.2 | 0 | 4 | 0 | 2.5
2 | C=CCOn1c(=O)c(-c2ccc(Cl)cc2)[n+]([O-])c2ccccc21 | 17 | -1.1 | -17 | 0.8 | 3 | . | 0 | -1 | 6 | .
3 | COc1ccc(N2CCN(C(=O)c3sc4nc(-c5ccc(F)cc5)cn4c3C)CC2)cc1 | -12 | -3.4 | 12 | 3.8 | 0 | 1.1 | -2 | -4 | 0 | -0.2
4 | COn1c(C)c(C)c2c3nonc3ccc21 | . | -1.1 | . | 0.9 | . | . | 9 | -3 | -4 | .
5 | COC(=O)CN(Cc1ccccc1)S(=O)(=O)c1ccc(OC)c(OC)c1 | 3 | -2.0 | -3 | 0.5 | 7 | 0.8 | 4 | 0 | 4 | 0.0
6 | COc1ccccc1C(=O)NCCOc1ccc(C(C)(C)C)cc1 | 11 | -1.2 | -11 | 1.1 | . | 0.8 | -2 | -2 | 13 | 2.7
7 | CC(C)(C)OC(=O)NN1CC(=O)N2Cc3ccccc3C[C@@H]2C1=O | 4 | -3.2 | -4 | 1.7 | -1 | -3.1 | 0 | 1 | -5 | 1.4
8 | O=C(/C=C/c1ccco1)Nc1ccc(C(=O)N2CCOCC2)cc1 | -4 | 0.7 | 4 | -1.2 | 19 | -1.4 | 3 | -3 | -2 | 1.5
9 | Cc1ccc(OCC(=O)NNC(=O)Cn2c(=O)cnc3ccccc32)cc1 | -22 | -2.1 | 22 | -3.3 | 5 | -1.9 | 1 | -1 | -1 | -0.8
10 | CC(C)NC(=O)CCn1nc(-c2ccc(Cl)cc2)c2ccccc2c1=O | 35 | 0.3 | -35 | 2.7 | -1 | -2.2 | -1 | . | 3 | -0.6
11 | Cc1cccc(C(=O)c2ccccc2C(=O)O)c1O | -28 | -1.8 | 28 | 0.0 | -5 | 1.4 | -2 | -2 | -2 | 1.3
12 | Cc1ccc(CCNc2ccc3ccccc3c2)cn1 | 10 | -1.0 | -10 | 3.1 | 17 | 3.5 | -1 | -2 | -6 | 3.6
13 | CCCC(=O)C1C(=O)CC(CC(C)SCC)CC1=O (centres undefined) | -17 | -2.3 | 17 | 3.5 | 2 | 2.9 | -1 | -3 | 5 | 1.5
14 | COc1cc(NC(=O)CCN2C(=O)NC3(CCCC3)C2=O)c(OC)cc1Cl | 17 | 0.4 | -17 | 0.6 | -10 | -0.9 | 1 | -4 | -1 | -0.2
15 | O=C(COC(=O)c1cc([N+](=O)[O-])ccc1N1CCOCC1)NC1CCS(=O)(=O)C1 (centres undefined) | 7 | -3.2 | -7 | 2.4 | 8 | -2.8 | -1 | -3 | 2 | -4.4
16 | Cc1ccc(Nc2nc(N)c([N+](=O)[O-])c(N3CCC(C)CC3)n2)cc1C | 29 | -0.3 | -29 | -0.2 | 8 | 0.1 | -8 | 0 | 3 | 0.4
17 | CC(C)N1CCc2c(sc(NC(=O)Cc3ccccc3)c2C#N)C1 | -9 | -1.1 | 9 | 0.1 | . | 0.9 | -1 | . | -7 | 0.6
18 | CCc1ccc(-c2csc3ncn(CC)c(=O)c23)cc1 | 6 | -1.7 | -6 | 2.5 | -7 | -1.4 | -2 | 0 | -4 | -0.3
19 | COc1ccc(C=O)cc1CN1C(=O)c2ccccc2C1=O | -12 | 0.0 | 12 | 2.8 | . | 2.4 | -1 | -2 | 2 | 2.3
20 | COc1ccc(OC)c(N=C(N)N=C(N)N)c1 | -7 | -0.3 | 7 | -0.6 | -9 | -1.9 | -1 | -2 | 0 | -1.5
21 | CCCCn1cnc2c(SCc3ccc(Br)cc3)nc(N)nc21 | 22 | -1.1 | -22 | 3.3 | 41 | . | 3 | 1 | 9 | .
22 | Cc1ccccc1N(C(=O)c1ccccn1)C(C(=O)NCc1ccccc1)c1ccncc1 (centres undefined) | 13 | -2.9 | -13 | 0.3 | -6 | 0.9 | -2 | -4 | -3 | 6.5
23 | C/C(CC(=O)Nc1cccnc1)=N\NC(=O)C(=O)NC(C)C | 7 | 0.0 | -7 | 2.9 | . | 1.3 | -5 | . | -2 | 5.1
24 | Cc1ccnc(NC(=O)C2CCN(S(=O)(=O)c3ccc4ccccc4c3)CC2)c1 | -29 | -2.5 | 29 | 0.1 | -5 | 1.1 | 6 | -4 | 3 | 1.4
25 | CN(C)CCCNC(=O)C[C@H]1C[C@H](C(=O)N2CCCCC2)[C@@]2(C)c3[nH]c4cc(-c5ccco5)ccc4c3CCN2C1=O | 16 | 1.2 | -16 | 3.7 | 24 | -2.3 | -3 | -4 | 8 | -1.9
26 | COc1cc(OC)c(NC(=O)CN(C)S(=O)(=O)c2ccc(-c3ccc(=O)[nH]n3)s2)cc1Cl | 41 | -1.9 | -41 | 0.6 | 9 | -1.3 | 5 | 0 | 3 | 1.4
27 | Cc1ccccc1OCc1nc(-c2ccc(NC(=O)c3ccc4c(c3)OCO4)cc2)no1 | 91* | -0.4 | -91 | 0.6 | . | -1.3 | -3 | -3 | -1 | 2.5

Three compounds already listed, ordered by the number in MITF act, highest first:
# | SMILES | MITF act
25 | CN(C)CCCNC(=O)C[C@H]1C[C@H](C(=O)N2CCCCC2)[C@@]2(C)c3[nH]c4cc(-c5ccco5)ccc4c3CCN2C1=O | 24
9 | Cc1ccc(OCC(=O)NNC(=O)Cn2c(=O)cnc3ccccc32)cc1 | 5
7 | CC(C)(C)OC(=O)NN1CC(=O)N2Cc3ccccc3C[C@@H]2C1=O | -1

Entries shown so far with a nitro group on carbon:
item | SMILES | SR-BI HDL uptake | CAL PDZ FP-1 | SR-BI uptake up | phage Ecoli inh | MITF act | Ecoli viability | Wnt act | CAL PDZ FP-2 | Tat export inh | AddAB inh
15 | O=C(COC(=O)c1cc([N+](=O)[O-])ccc1N1CCOCC1)NC1CCS(=O)(=O)C1 (centres undefined) | 7 | -3.2 | -7 | 2.4 | 8 | -2.8 | -1 | -3 | 2 | -4.4
16 | Cc1ccc(Nc2nc(N)c([N+](=O)[O-])c(N3CCC(C)CC3)n2)cc1C | 29 | -0.3 | -29 | -0.2 | 8 | 0.1 | -8 | 0 | 3 | 0.4

Screen by screen, as entered above.
SR-BI uptake up, nos. 8–18 → 4, 22, -35, 28, -10, 17, -17, -7, -29, 9, -6
AddAB inh, nos. 8–18 → 1.5, -0.8, -0.6, 1.3, 3.6, 1.5, -0.2, -4.4, 0.4, 0.6, -0.3
